Screens (PubChem BioAssay)
APOBEC3G inh: APOBEC3G (human) deaminase inhibition. Q9HC16. recombinant A3G, ssDNA deamination FAM/TAMRA fluorescence. inhibition, % at 20 µM. 330,000 tested, 0.28% active. AID 493012;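 active = inhibition of at least 40% at 20 µM, with no more than 30% in the related APOBEC3A deaminase screen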;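 also: plate controls were DMSO wells with A3G for no effect and wells lacking A3G enzyme for full effect; some compounds called inactive have numbers as strong as hits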
EBI2 block: blocks human EBI2 receptor beta-arrestin signaling. P32249. EBI2 beta-arrestin recruitment, luminescence, 7a,25-OHC stimulated. inhibition, % at 5 µM. 360,000 tested, 0.81% active; in the data active = inhibition above about 38%;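 also: enzyme fragment complementation signal reports receptor beta-arrestin coupling in cells; 0% = agonist plus DMSO wells and 100% = wells without agonist; some results beyond the cut were filed as inactive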
Target sequence (P32249 whole entry, looked up, the tested form may be a part): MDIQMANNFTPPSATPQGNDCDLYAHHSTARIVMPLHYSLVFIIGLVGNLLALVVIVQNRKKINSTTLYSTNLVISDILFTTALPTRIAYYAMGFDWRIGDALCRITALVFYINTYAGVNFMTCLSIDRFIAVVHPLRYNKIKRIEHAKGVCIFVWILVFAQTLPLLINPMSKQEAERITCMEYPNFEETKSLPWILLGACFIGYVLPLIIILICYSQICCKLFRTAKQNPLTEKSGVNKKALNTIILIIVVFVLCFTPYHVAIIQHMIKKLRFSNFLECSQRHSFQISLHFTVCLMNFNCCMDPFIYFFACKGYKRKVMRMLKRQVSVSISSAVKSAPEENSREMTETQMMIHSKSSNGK
A3A deaminase: inhibitors of human APOBEC3A DNA deaminase; P31941; recombinant A3A, FAM/TAMRA ssDNA deamination fluorescence; inhibition, % at 20 µM; 330,000 tested, 0.41% active;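 active = at least 40% inhibition at 20 µM here, with at most 30% in a related deaminase screen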;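 also: plate controls were A3A with DMSO for no effect and wells lacking A3A enzyme for full effect; some results filed as inactive read as strong as hits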
Gli-Sufu antag: Gli-Sufu pathway antagonism; Sufu-KO-LIGHT fibroblasts, Gli luciferase reporter luminescence; inhibition, % at 5 µM; 340,000 tested, 0.74% active; AID 588413;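 active = inhibition above about 55%, limit read from the data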;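 also: 0% = DMSO-treated cells and 100% = wells with medium but no cells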
CXCR6 block: CXCR6 (human) receptor inhibition; O00574; CHO-K1 PathHunter CXCR6 beta-arrestin, luminescence; inhibition, % at 20 µM; 360,000 tested, 0.36% active; AID 602244; in the data active = inhibition above about 34%, passing the limit was not always enough;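 also: antagonist mode with CXCL16 agonist at 10 nM final; 0% = 10 nM CXCL16 with DMSO and 100% = unstimulated wells without agonist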
Target sequence (O00574 whole entry, looked up): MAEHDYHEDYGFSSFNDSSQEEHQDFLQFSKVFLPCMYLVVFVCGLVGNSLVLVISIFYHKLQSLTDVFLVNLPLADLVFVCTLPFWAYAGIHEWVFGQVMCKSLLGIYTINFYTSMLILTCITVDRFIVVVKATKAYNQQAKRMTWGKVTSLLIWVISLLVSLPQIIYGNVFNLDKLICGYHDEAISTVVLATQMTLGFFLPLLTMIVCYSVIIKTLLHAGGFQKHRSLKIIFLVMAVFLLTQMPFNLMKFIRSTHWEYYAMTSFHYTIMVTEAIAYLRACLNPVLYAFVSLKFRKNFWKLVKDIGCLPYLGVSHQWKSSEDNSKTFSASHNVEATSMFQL
GRIN3A LBD mod: modulates the human NR3A ligand-binding domain; NR3A LBD differential scanning fluorimetry, Tm shift; 0% = protein alone, 100% = glycine-bound protein; Tm shift relative to glycine control, % at 25 µM; 340,000 tested, 2.5% active; AID 1259313;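 active = melting temperature shift of at least 10% of the positive control shift, at one fixed dose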
CCR6 antag: CCR6 (human) receptor antagonism. P51684. CHO-K1 CCR6 PathHunter beta-arrestin, luminescence, CCL20-stimulated. inhibition, % at 20 µM. 340,000 tested, 0.49% active. AID 493098;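 active = compounds whose inhibition of the agonist-driven luminescence signal at 20 µM reaches about 50%, limit read from the data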;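 also: cells stimulated with CCL20 at 14 nM final; plate controls were DMSO with CCL20 for no effect and DMSO without agonist for full effect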
Target sequence (P51684 whole entry, looked up): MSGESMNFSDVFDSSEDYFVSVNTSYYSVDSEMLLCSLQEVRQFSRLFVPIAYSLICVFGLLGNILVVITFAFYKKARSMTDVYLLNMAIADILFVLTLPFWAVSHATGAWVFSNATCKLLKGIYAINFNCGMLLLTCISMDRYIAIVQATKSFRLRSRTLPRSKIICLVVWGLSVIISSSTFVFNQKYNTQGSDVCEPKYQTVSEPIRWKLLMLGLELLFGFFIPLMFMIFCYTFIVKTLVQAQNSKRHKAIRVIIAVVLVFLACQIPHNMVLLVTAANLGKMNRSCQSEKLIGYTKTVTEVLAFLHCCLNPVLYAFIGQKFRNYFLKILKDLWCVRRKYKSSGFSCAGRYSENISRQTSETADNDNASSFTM
MPTP block: blocks calcium-induced mitochondrial swelling. isolated mouse mitochondria, Ca2+ swelling absorbance, 30 min. inhibition, % at 10 µM. 360,000 tested, 1.4% active;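 active = inhibition of 50% or more, scaled per plate between neutral and stimulator controls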;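 also: 0% = DMSO wells given calcium and 100% = 1 mM EGTA wells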
Starred values were filed as active, the others as inactive; · = not tested or not shown.

Value order – APOBEC3G inh | EBI2 block | A3A deaminase | Gli-Sufu antag | CXCR6 block | GRIN3A LBD mod | CCR6 antag | MPTP block
- COC(=O)c1ccc(CN2C(=O)NC3(CCCCC3)C2=O)cc1
    -8 | -7 | 0 | -30 | 4 | -1 | -2 | -0.9
- CCc1ccc([C@@H]2CC=C(C(=O)O)[C@H](c3ccccc3F)N2S(=O)(=O)c2ccc(C)cc2)cc1
    -12 | -18 | -5 | -10 | -6 | 1 | 1 | 1.9
- CC(C)OCCCNC(=O)C1CC(=O)N(CCc2ccccc2)C1 (centres undefined)
    -9 | -3 | -2 | 2 | 0 | 1 | 4 | 2.7
- CSc1nnc(-c2ccccc2Cl)o1
    -5 | -3 | -2 | 27 | 1 | 1 | 11 | -0.6
- CC(C)c1ccc(NC(=O)C2CCCCN2S(=O)(=O)c2ccccc2)cc1 (centres undefined)
    2 | 8 | 2 | -4 | 1 | -7 | 11 | 2.3
- CCC(C)c1ccc(S(=O)(=O)N2CCN(C(=O)c3ccc(Cl)c(S(=O)(=O)N4CCOCC4)c3)CC2)cc1 (centres undefined)
    · | 4 | · | 30 | 6 | 1 | 17 | 0.6
- Cc1ccc(CN(C)C(=O)c2cccc(S(=O)(=O)N3CCN(c4ccccc4)CC3)c2)cc1
    · | 10 | · | 31 | 0 | 1 | 13 | 7.0
- C[C@H](CO)N1C[C@H](C)[C@@H](CN(C)Cc2ccc(-c3ccccc3)cc2)Oc2c(NC(=O)Nc3ccc4c(c3)OCO4)cccc2C1=O
    -5 | 21 | 0 | 20 | -3 | -5 | 1 | -0.3
- COCCNC(=O)CCCCCN1C(=O)CCC1=O
    -6 | 5 | -1 | 3 | -4 | -4 | 9 | 2.2
- Cc1cc(C)c(-c2c(N)cc(Br)cc2Br)c(N)c1
    · | 8 | · | 3 | 0 | -7 | 4 | 0.5
- CCCC(=O)c1c[nH]c(C(=O)NCCc2ccccn2)c1
    0 | -4 | 1 | -3 | 5 | 0 | 15 | -2.4
- CCOc1ccc(NC(=NCc2ccc3c(c2)OCO3)SC2CC(=O)N(c3ccc(OCC)cc3)C2=O)cc1 (centres undefined)
    1 | 20 | 0 | 27 | -22 | 3 | 2 | 1.6
- C=CCNC(=O)c1onc(CSc2ccc(F)cc2)c1C(=O)O
    10 | -11 | 1 | -9 | 3 | 0 | 10 | 0.8
- Cc1cccc(NC(=O)CCCC(=O)OC(C)C(=O)c2ccccc2)c1 (centres undefined)
    -6 | 14 | 1 | 13 | 8 | 3 | 9 | -1.5
- Cc1cccc(-c2nnc(SCC(=O)N3CCCC3)o2)c1
    -12 | 10 | -1 | -47 | 8 | 2 | 9 | 0.1
- CC(=O)c1cccc(NC(=O)c2ccc3c(c2)CCN3S(=O)(=O)c2ccccc2)c1
    -2 | 13 | -1 | 6 | 6 | -6 | 5 | 0.9
- CCCCCCSc1cccc(-c2nc3ccc(C)cn3c2NC2CCCCC2)c1
    7 | 14 | 0 | -2 | 16 | -22 | 23 | 1.8
- Cc1cc(=O)oc2cc(NC(=S)NNC(=O)c3c(Cl)cnn3C)ccc12
    -6 | -3 | -2 | -4 | 12 | -14 | 15 | -0.4
- Cc1ccc(-c2nnc(Nc3ccccc3)o2)cc1
    3 | 12 | 4 | -72 | -4 | -1 | 2 | 2.0
- O=C(NCCCN1CCCC1=O)c1ccc(S(=O)(=O)Nc2ccccc2)cc1
    -5 | -4 | -1 | 3 | 0 | 3 | 8 | -1.3
- C=CCN=C1CC(C)(C)CC(=O)/C1=C(\O)CCCN1C(=O)c2ccccc2C1=O
    -1 | -1 | 6 | 6 | -2 | -1 | -2 | 11
- Cc1cc(C(=O)CN2C(=O)NC(C)(c3cc(F)ccc3F)C2=O)c(C)n1C1CC1 (centres undefined)
    0 | 17 | -1 | 7 | -13 | -1 | 6 | 1.3
- CC(C)Cc1n[nH]c(=O)c2c1nnn2Cc1ccccc1F
    -5 | 1 | 2 | -19 | 7 | 1 | -7 | -0.4
- Fc1ccc(-c2nn3c(C4COc5ccccc5O4)nnc3s2)cc1 (centres undefined)
    38 | -2 | 3 | -11 | -5 | 0 | 24 | 3.6
- NC(=O)C1CCN(C(=O)c2ccc(NS(=O)(=O)c3ccc(Br)s3)cc2)CC1
    -8 | -14 | -3 | -17 | -5 | -1 | 13 | -0.2
- Cc1cc(C(=O)CSc2nc(N)cc(=O)[nH]2)c(C)n1CCc1ccc(F)cc1
    -3 | -4 | 5 | -2 | -2 | -4 | 3 | 8.0
- COc1ccccc1NC(=O)CN(Cc1ccco1)C(=O)c1ccc(=O)[nH]c1
    3 | -12 | 6 | · | -8 | 0 | 0 | -0.1
- COc1cc([C@H]2Oc3c(OC)cc(CCCO[C@@H]4O[C@H](CO)[C@@H](O)[C@H](O)[C@H]4O)cc3[C@@H]2CO)ccc1O
    -9 | -5 | -4 | -1 | -2 | -3 | -7 | 0.6
- CCOC(=O)N1CCN(C(=O)Cn2ncn3nc(-c4cccs4)cc3c2=O)CC1
    -1 | -4 | 1 | 9 | 0 | 0 | -1 | -7.3
- O=C(NC1CCCC1)C1C2C=CC3(CN(Cc4cccs4)C(=O)C13)O2 (centres undefined)
    -8 | -6 | -3 | 2 | 0 | 1 | 2 | -1.1
- CC(C)c1nnc2c(N(C)S(=O)(=O)c3ccccc3)nc3ccccc3n12
    -6 | 3 | -6 | 1 | 12 | 2 | 10 | -0.4
- Cc1cccc(N2CCN(C(=O)CCn3c(=S)[nH]c4cc5c(cc4c3=O)OCO5)CC2C)c1 (centres undefined)
    -3 | -30 | 4 | 8 | -5 | -3 | 4 | 12
- CC(C)Oc1ccccc1/C=N/NC(=O)C1CC1
    -4 | -10 | 0 | -1 | -10 | 1 | 5 | 2.2
- Cc1cc(NC(=O)/C=C/c2ccccc2Cl)n(-c2nc3ccccc3[nH]2)n1
    2 | 27 | 3 | -62 | 4 | 16* | 24 | 4.8
- CC(=O)c1ccc(NC(=O)c2cc3ccccc3o2)cc1
    -4 | 16 | -5 | -81 | -7 | 9 | 6 | 0.4
- Cc1noc(C)c1S(=O)(=O)N(C)CC(=O)NCc1ccccc1
    -5 | -16 | -3 | 2 | -4 | 0 | -8 | -2.8
- O=C(CNc1ccc(Br)cc1)Nc1cccc(S(=O)(=O)N2CCCC2)c1
    -7 | 13 | 2 | -4 | -10 | 1 | 12 | 1.8
- O=C(NCC1CCOCC1)c1cc(COc2ccc(F)cc2F)on1
    -8 | -20 | -4 | -43 | -9 | 0 | -2 | 0.4
- Cc1ccccc1-n1c(C)nnc1SCC(=O)NC1CCCc2ccccc21 (centres undefined)
    -2 | 8 | 1 | -2 | 0 | -3 | 13 | -0.3
- COc1ccc(CN2CCC3CC2c2cc(Cl)ccc23)cc1 (centres undefined)
    · | 18 | · | 9 | -1 | -1 | -2 | -1.6
- Clc1cccc(NCc2nnc(SCc3ccc(Cl)cc3Cl)o2)c1
    -3 | 14 | 2 | -4 | -3 | 3 | 14 | -18
- O=C(CCc1ccccc1)N1CCN(c2ccc(F)cc2)CC1
    -2 | 17 | 1 | -16 | 2 | -1 | 4 | 1.6
- COc1ccccc1-n1c(-c2cn(C)nc2C)n[nH]c1=S
    -5 | -10 | -4 | -5 | -6 | -5 | -1 | 3.0
- CCc1cccc(NC(=O)CCCn2c(=O)[nH]c3ccsc3c2=O)c1
    -5 | 7 | -4 | -2 | -1 | -2 | -4 | -1.5
- COc1ccc(N(C)C(=O)Cc2c(C(=O)O)n(C)c3ccccc23)cc1
    -6 | -5 | 0 | -5 | -7 | -13 | -14 | -0.7
- Cc1c(C(=N)C(C#N)C#N)c(=N)oc2c1ccc1ccccc12
    -11 | 18 | -6 | 3 | 7 | -4 | -6 | 1.0
- CCOc1cc(C(=S)N2CCN(C)CC2)ccc1OCC(=O)N1CCCC1
    1 | -6 | 2 | -9 | -27 | 0 | 9 | -1.0
- O=C(Cn1nc(-c2ccco2)ccc1=O)Nc1cc(C(F)(F)F)ccc1Cl
    -7 | 1 | -6 | -11 | 0 | -1 | 15 | 0.9
- O=C1OCC(CO)(CO)N=C1NNc1cc(Cl)ccc1Cl
    -9 | 2 | 0 | 6 | 32 | 1 | 33 | 0.7
- CCN(c1ccccc1)S(=O)(=O)c1cc(C(=O)O)ccc1C
    3 | 3 | 28 | -2 | -2 | 2 | 4 | 0.2
- Cc1ccc(-c2nc3c(c(=O)c4ccccc4n3C)c(=O)n2Cc2ccco2)cc1
    8 | -3 | 4 | 25 | 15 | -5 | 14 | 3.4
- COc1ccc2oc(C)c(C(N)=O)c2c1
    -2 | 3 | 0 | -1 | -1 | 1 | -1 | 2.4
- CC(=O)c1cccc(NC(=O)COC(=O)c2ccc3c(c2)OCO3)c1
    -2 | -16 | -2 | -7 | 7 | 1 | 23 | 0.3
- O=C(COC(=O)c1ccc2c(c1)OCO2)NC1CCCCC1
    -4 | 2 | -2 | 7 | 1 | 2 | -5 | -0.7
- O=C(CSc1nnc(COc2cccc3cccnc23)o1)N1CCN(C(=O)c2ccco2)CC1
    -6 | -2 | -3 | 0 | -22 | -7 | -7 | -3.1
- COC(=O)C1=C(C)Nc2ncnn2C1c1ccc(OCc2ccccc2)cc1 (centres undefined)
    4 | -8 | -3 | -3 | 17 | -3 | 17 | -3.7
- CCCn1c(C2CCCN2c2nc(-c3ccc(C)cc3)cs2)nc2ccccc21 (centres undefined)
    2 | 0 | 0 | 6 | 10 | 0 | 13 | -0.7
- FC(F)(F)c1ccccc1N/N=C/c1cccnc1
    -3 | -1 | -2 | -8 | 4 | -5 | -4 | 0.9
- CCCN(CC(=O)Nc1ccccc1C)C(=O)c1cccc(S(=O)(=O)N2CCc3ccccc3C2)c1
    -9 | 4 | -3 | 15 | -8 | -4 | -1 | -0.3
- Cc1cc(NC(=O)COc2ccccc2C)ccc1NC(=O)c1cccs1
    -5 | -6 | -3 | 51 | -8 | -11 | 18 | 3.0

(further entries)
Value order – APOBEC3G inh | EBI2 block | A3A deaminase | Gli-Sufu antag | CXCR6 block | GRIN3A LBD mod | CCR6 antag | MPTP block
- Cc1cc(=O)oc(C)c1C(=O)Nc1ccc(N(C)C)cc1
    -2 | 3 | -2 | 4 | -3 | 1 | 9 | 0.2
- COc1ccc(NC(=O)CCc2nnc3ccc(N4CCC5(CC4)OCCO5)nn23)cc1
    -3 | 2 | -1 | -24 | 2 | 1 | -2 | -1.1
- N/C(=N\OC(=O)c1ccc2c(c1)OCO2)c1ccc([N+](=O)[O-])cc1
    -3 | -7 | -4 | -42 | -14 | -8 | -21 | 1.5
- CC1CC(=O)N(c2ccc(C(C)C)cc2)C(=O)C1
    -4 | -9 | -7 | 54 | -4 | -2 | 5 | 1.2
- CN1CCc2c(sc3c2C(=O)NC(c2ccco2)N3)C1 (centres undefined)
    -4 | -1 | -1 | 0 | -8 | -2 | 4 | -1.9
- COc1cc(Cl)ccc1NC(=O)COc1ccccc1C(=O)N1CCN(c2ccc(O)cc2)CC1
    7 | 3 | -2 | 15 | 3 | 0 | -2 | -2.3
- CC(OC(=O)c1ccc2ncsc2c1)C(=O)Nc1cccc(Cl)c1 (centres undefined)
    -8 | -4 | -3 | -15 | 3 | -4 | 7 | 0.0
- Cc1cc(NC(=O)C23CCC(C)(C(=O)O2)C3(C)C)no1 (centres undefined)
    -8 | 11 | -2 | -3 | 4 | 2 | -14 | 1.3
- COc1ccccc1NC(=O)COC(=O)Cc1cccs1
    -3 | -6 | 0 | -2 | -1 | -1 | -13 | 1.2
- COc1ccc(C(=O)CCN2CCN(c3ccccc3OC)CC2)cc1
    16 | -2 | -2 | -1 | -3 | 1 | 2 | 2.7
- Cc1cc(Cl)nc2c(C(C)C)cccc12
    -6 | 1 | -2 | -9 | 2 | 0 | -2 | 0.1
